Efflux pump inh = antifungal efflux pump inhibition, Nile Red retention. S. cerevisiae Candida pump triplex. inhibition, % at 10 µM. 330,000 tested, 0.44% active. AID 485275;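 active means plate passing quality check with inhibition over a set limit, or well fluorescence over plate mean plus 4 SD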;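 further: Nile Red retained in pooled yeast measured as flow cytometry median fluorescence; 0% = buffer negative control and 100% = Enniatin B positive control; higher means more Nile Red kept so more efflux inhibition; some compounds called inactive have numbers as strong as hits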
PP5 inh = inhibitors of human protein phosphatase 5 (PP5). P53041. purified PP5c, OMFP substrate fluorescence. inhibition, % at 6.7 µM. 320,000 tested, 0.18% active;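 active means inhibition above the campaign's mean inhibition across all tested compounds plus 3 SD, cut at about 9.5% in these data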;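 further: 0% = DMSO only and 100% = 100 µM cantharidin control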
PP1 counter = blocks human PP1-alpha phosphatase, a PP5 counter-screen; P62136; purified PP1alpha, OMFP fluorescence; inhibition, % at 6.7 µM; 320,000 tested, 0.9% active; AID 2235;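 active means inhibition above the mean inhibition of all tested compounds plus 3 SD, computed separately for each screening campaign, cut at about 15% in these data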
Target sequence (P62136 whole entry, looked up): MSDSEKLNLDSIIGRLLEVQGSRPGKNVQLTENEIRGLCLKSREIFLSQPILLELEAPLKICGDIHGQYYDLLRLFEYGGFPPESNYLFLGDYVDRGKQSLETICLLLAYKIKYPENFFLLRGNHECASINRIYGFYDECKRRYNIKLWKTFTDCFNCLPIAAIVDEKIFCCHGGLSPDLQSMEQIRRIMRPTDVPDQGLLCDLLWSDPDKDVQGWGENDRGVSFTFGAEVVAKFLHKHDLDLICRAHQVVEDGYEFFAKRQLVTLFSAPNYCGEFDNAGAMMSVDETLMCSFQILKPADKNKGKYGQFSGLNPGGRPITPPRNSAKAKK
CTSL1 counter = blocks F. hepatica cathepsin L1 in PFM18AAP counter-screen. recombinant F. hepatica cathepsin L1, Z-Leu-Arg-MCA fluorescence. inhibition, % at 5.96 µM. 300,000 tested, 0.49% active. AID 1906;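 active means inhibition above the mean of all tested compounds plus 3 SD, set per screening campaign, cut at about 17% in these data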;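 further: 0% = plate median of test compound wells and 100% = 1 µM Z-Phe-Ala-diazomethylketone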
proCasp3 act = activators of human procaspase-3; P42574; recombinant procaspase-3 D3A, Ac-DEVD-pNA absorbance 405 nm; activation, % at 8.5 µM; 330,000 tested, 0.11% active; AID 463141;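 active means activation above the mean of all tested compounds plus 3 SD, cut at about 21% in these data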;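 further: 0% = DMSO alone and 100% = DMSO wells spiked with extra 5 µM PC-3 D3A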
Target sequence (P42574 whole entry D9A/D28A/D175A): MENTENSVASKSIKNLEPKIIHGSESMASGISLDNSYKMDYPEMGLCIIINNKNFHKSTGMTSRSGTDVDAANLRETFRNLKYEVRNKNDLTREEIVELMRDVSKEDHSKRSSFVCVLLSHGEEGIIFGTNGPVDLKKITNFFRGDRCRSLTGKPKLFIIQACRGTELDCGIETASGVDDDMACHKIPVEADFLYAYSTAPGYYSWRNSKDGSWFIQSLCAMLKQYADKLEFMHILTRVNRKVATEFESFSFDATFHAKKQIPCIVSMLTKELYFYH
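Test system: Procaspase-3 D3A mutant; medium: Zinc-free HEPES/NaCl buffer with 0.01% Triton X-100 at pH 7.4; reagent: DEVD-pNA substrate; doses: one concentration, 8.5 µM nominal, 0.8% DMSO; times: 1 h preincubation plus 2 h reaction at 25 °C; signal: Epi-absorbance at 405 nm of released p-nitroaniline, 0 and 120 min; replicates: singlicate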
TPT1 inh = blocks Candida albicans tRNA 2'-phosphotransferase. recombinant caTPT1, FP RNA substrate dephosphorylation. inhibition, % at 5 µM. 300,000 tested, 0.81% active;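 active means inhibition above the mean of all tested compounds plus 3 SD, set per screening campaign, cut at about 24% in these data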;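 further: plate controls were DMSO alone for no effect and ferristatin control at 100 nM for full effect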
procasp7 counter = counter-screen for procaspase-3 activators: activators of human procaspase-7. P55210. recombinant procaspase-7, Ac-DEVD-pNA absorbance 405 nm; D23A/D198A/D206A triple mutant, cannot self-cleave; scale: DMSO 0, 5 µM enzyme 100. activation, % at 8.5 µM. 330,000 tested, 0.093% active. AID 463210;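 active means percent activation above the screen-wide mean plus 3 SD, cut at about 25% in these data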
Target sequence (P55210 whole entry D23A/D198A/D206A): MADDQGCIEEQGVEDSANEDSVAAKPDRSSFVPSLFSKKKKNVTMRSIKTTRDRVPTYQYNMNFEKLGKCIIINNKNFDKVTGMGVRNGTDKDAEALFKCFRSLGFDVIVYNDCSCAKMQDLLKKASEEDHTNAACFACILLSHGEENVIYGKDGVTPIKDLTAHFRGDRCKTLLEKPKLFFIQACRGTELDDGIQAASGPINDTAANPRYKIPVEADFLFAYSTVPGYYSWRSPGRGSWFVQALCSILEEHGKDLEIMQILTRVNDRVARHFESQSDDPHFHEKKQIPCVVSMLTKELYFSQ
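System: Uncleavable procaspase-7 mutant enzyme; Amount: 2 µM procaspase-7 mutant as dispensed; Schedule: 1 h compound preincubation, 2 h substrate cleavage, 25 °C; Measured by: 405 nm absorbance of p-nitroaniline; Evaluation: percent activation from buffer-corrected 0–120 min absorbance change; Control set: low DMSO alone, high DMSO plus 5 µM PC-7.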
HCV core dimer = blocks dimerization of HCV core protein; TR-FRET GST/Flag-core106 dimerization, 1536-well; inhibition, % at 5 µM; 300,000 tested, 0.33% active;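 active means inhibition above the mean of all tested compounds plus 3 SD, set per screening campaign, cut at about 45% in these data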
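Test system: GST/Flag-tagged HCV core106 proteins; Medium: KF-containing HEPES buffer, pH 7.45, DTT, CHAPS, BSA; Times: compound-protein-antibody incubation 4 h at 22.5 °C; Detection: TR-FRET 671 and 617 nm emission; Benchmarks: wells lacking GST-core106 and wells with excess unlabelled core106.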
GASC-1 inh = human JMJD2C demethylase inhibition; 330,000 tested, 0.069% active; inhibition, % at 2.35 µM; AID 2099; GST-JMJD2C(1-420) H3K9me3 demethylation, DELFIA europium; Q9H3R0;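 active means more than half of a compound's replicate wells show inhibition beyond 50%, single wells judged on their own value; inconclusive means some, but no more than half, of replicates pass 50% inhibition; inactive means no replicate passes 50% inhibition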;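 further: signal counts dimethyl H3K9 product captured on neutravidin plate; 0% = median of DMSO wells and 100% = 0.3 times that DMSO median; strong numbers were not always called active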
An asterisk follows results filed as active; ? = inconclusive; / = no result given; & = joins results of further samples.

SMILES | Efflux pump inh | PP5 inh | PP1 counter | CTSL1 counter | proCasp3 act | TPT1 inh | procasp7 counter | HCV core dimer | GASC-1 inh
Cc1ccccc1NC(=O)NCCCN1CCCC1 | 0.3 | 0.2 | 1 | 1 | -1 | 3 | -10 | 0 | 5
O=C(CCNC(=O)c1ccc([N+](=O)[O-])cc1)Nc1ccc(F)c(F)c1F | 0.0 | -1.5 | 0 | 1 | 2 | -1 | 7 | -4 | 10
CCn1c(CS(=O)Cc2ccc(Cl)cc2Cl)nnc1SCc1c(Cl)cccc1Cl (stereo not given) | 0.0 | -1.4 | -1 | 3 | 2 | 2 | -1 | 9 | 1
CC(Oc1ccc(Cl)cc1)c1ccnc(N)n1 (stereo not given) | 0.0 | 0.1 | -1 | 1 | 7 | 5 | 9 | -2 | 15
CCOc1c(Br)cc(CNC2CCCCCCC2)cc1OC | 0.8 | 4.2 | -13 | -8 | -5 | 0 | 6 | 4 | 4
COc1ccc(-c2ncnc(C(F)(F)F)c2-c2csc(C)n2)c(O)c1 | -0.1 | -2.6 | -8 | 18* | 1 | 0 | 8 | 0 | 11
CCOc1ccc(OCCCC(=O)N(C)CC(=O)Nc2ccc(N3CCOCC3)cc2)cc1 | 0.1 | 1.7 | -4 | 4 | 2 | 1 | 4 | 4 | 65
CCOc1ccccc1C1CC(=O)Nc2cc(C)c(C)cc21 (stereo not given) | -0.1 | 3.9 | 3 | 7 | -1 | 1 | 1 | 10 | -2
CC(Sc1ccc2ccccc2c1)C(=O)NC(N)=O (stereo not given) | 0.1 | -1.6 | -5 | -6 | 1 | -1 | 9 | -3 | 3
CC(C)Oc1ccc(N2CC(C(=O)Nc3ccc4c(c3)OCO4)CC2=O)cc1 (stereo not given) | 0.0 | -1.0 | -3 | 0 | 10 | -3 | 4 | 3 | 4
COc1ccc(CNC(=O)CS(=O)(=O)Cc2nc(-c3ccc(OC)cc3)oc2C)cc1 | -0.3 | -0.4 | 3 | 4 | -3 | -7 | -6 | -14 | -9
Cc1ccc(F)c(CNC(=O)C2CCC(=O)N(Cc3ccccn3)C2)c1F (stereo not given) | 0.0 | 1.6 | 4 | 0 | 6 | -7 | -1 | -14 | 11
CCc1cccc2c1NC(=O)C21N2CCCC2C(C(=O)c2ccc3ccccc3c2)C12C(=O)Nc1ccccc12 (stereo not given) | -0.2 | 3.8 | 6 | 0 | -8 | 0 | 9 | 36 | 5
Cc1ccc(C(=O)N/C(=C/C=C\c2ccccc2)C(=O)NCc2ccco2)cc1 | 0.0 | 3.8 | -5 | 12 | -5 | 2 | -11 | 1 | 2
Cc1cc2ncn(CC3CC3(Cl)Cl)c2cc1C (stereo not given) | 0.1 | 1.3 | -1 | -1 | -6 | -5 | -8 | 0 | -1
CCCC(=O)Nc1ccccc1NC(=O)c1ccc(OCC)c(OCC)c1 | 0.1 | 0.9 | 0 | -1 | 7 | 4 | 4 | -1 | 56
C#CCOCCOCCOCCNc1nc(N2CCN(C(=O)C(Cc3cc4ccccc4[nH]3)n3cc(C(N)Cc4ccc(O)cc4)nn3)CC2)nc(N2CCN(C(=O)C(CCC(=O)O)n3cc(C(N)C(C)CC)nn3)CC2)n1 (stereo not given) | 0.5 | 2.9 | -1 | -1 | -1 | -1 | -8 | -11 | -1
CCN1C(=O)/C(=C\c2cccc(OC(=O)c3ccco3)c2)SC1=S | 0.0 | -1.4 | -1 | -1 | -4 | 1 | 9 | -9 | 7
Cc1ccc(C)c(NC(=O)CCc2nnc3ccc(N4CCCC4)nn23)c1 | -0.1 | 1.1 | -1 | -1 | 1 | -3 | -1 | 10 | -6
CCCCNCCOCCOc1ccccc1-c1ccccc1 | 0.1 | -0.1 | 1 | 1 | 2 | -4 | 3 | -10 | -3

By substructure: the entries above with two or more sulfur atoms
SMILES | Efflux pump inh | PP5 inh | PP1 counter | CTSL1 counter | proCasp3 act | TPT1 inh | procasp7 counter | HCV core dimer | GASC-1 inh
CCn1c(CS(=O)Cc2ccc(Cl)cc2Cl)nnc1SCc1c(Cl)cccc1Cl (stereo not given) | 0.0 | -1.4 | -1 | 3 | 2 | 2 | -1 | 9 | 1
CCN1C(=O)/C(=C\c2cccc(OC(=O)c3ccco3)c2)SC1=S | 0.0 | -1.4 | -1 | -1 | -4 | 1 | 9 | -9 | 7

(listing goes on)
SMILES | Efflux pump inh | PP5 inh | PP1 counter | CTSL1 counter | proCasp3 act | TPT1 inh | procasp7 counter | HCV core dimer | GASC-1 inh
Cc1cc(C)nc(Nc2ccccc2F)n1 | 0.1 | 0.4 | -3 | -2 | 3 | 1 | 0 | -2 | -6
Cc1c(C(=O)NCc2ccc3c(c2)OCO3)sc2nc(-c3ccc(F)cc3)cn12 | 0.1 | 4.4 | -3 | -1 | -5 | 1 | 2 | 8 | 2
CCCCNC(=O)CN1CCN(Cc2ccc3cc(OC)ccc3c2)CC1 | -0.1 | -1.4 | -2 | -8 | 0 | 0 | 8 | 10 | -33
Cc1nc(CNC(=O)CC2C(=O)NCCN2Cc2cccc(Oc3ccccc3)c2)cs1 (stereo not given) | 0.5 | -0.6 | -1 | 8 | -9 | 1 | -5 | -4 | 4
CSCC[C@H](NC(=O)C(C)(C)Oc1ccc(Cl)cc1)c1nc2ccccc2[nH]1 | 0.2 | 2.1 | 1 | 2 | -1 | -1 | -13 | 6 | 1
C[C@H](CO)N1C[C@H](C)[C@@H](CN(C)S(C)(=O)=O)Oc2ccc(NC(=O)Nc3ccc4c(c3)OCO4)cc2C1=O | -0.4 | / | / | / | -6 | / | -10 | / | -2
CC(OC(=O)c1cc2sccc2n1C)C(=O)NCc1ccc(F)cc1 (stereo not given) | -0.2 | -2.1 | -3 | 1 | 8 | 1 | 2 | 2 | -3
COC(=O)c1nn(-c2c(C)n(C)n(-c3ccccc3)c2=O)cc1O | 0.2 | -1.1 | -3 | 1 | 1 | -4 | 11 | -10 | -2
CC(N=C(NC#N)Nc1ccncc1)C(C)(C)C (stereo not given) | 0.0&0.0 | 1.0&-3.8 | 0&-9 | 4&-7 | -12&-5 | -4&-1 | 0&-4 | -8&-8 | 18&-9
Cc1cc(Nc2ccc(O)cc2)ccc1N | 0.0 | 0.0 | 11 | / | -8 | / | -11 | / | 9
CCN1CCN(C(=O)CN2C(=O)c3ccccc3S2(=O)=O)CC1 | 0.1 | -0.4 | -5 | -4 | -1 | -1 | 11 | 2 | -10
C[C@H](NC(=O)c1[nH]cnc1C(=O)Nc1ccon1)c1ccccc1 | 0.1 | 0.9 | -2 | / | 3 | / | 0 | / | -2
CCOC(=O)N1CCN(C(=O)CCCn2c(=O)[nH]c3ccccc3c2=O)CC1 | 0.0 | 2.2 | -1 | -3 | 7 | -3 | 3 | -2 | 18
CCOC(=O)N1CCC(N2CC34C=CC(O3)C(C(=O)Nc3ccc(OCC)cc3)C4C2=O)CC1 (stereo not given) | -0.5 | -0.3 | -13 | 3 | 0 | 1 | 5 | 2 | 1
Cc1ccc(C(=O)C2=C(O)C(=O)N(Cc3cccnc3)C2c2cccc([N+](=O)[O-])c2)o1 (stereo not given) | 0.7 | 3.1 | -1 | 3 | -2 | 3 | 4 | -2 | 2
COc1ccc(-c2noc(-c3cccc(Cl)c3)n2)cc1OC | 0.3 | 1.1 | 2 | -4 | 4 | 0 | 8 | -4 | -7
CC(C)[C@H](NC(=O)N1CCn2c1nc1ccccc12)C(=O)N[C@H](Cc1ccccc1)C(=O)O | -0.1 | 4.6 | 7 | -1 | 11 | -5 | -4 | 0 | ?
CC1CC(C)CN(C(=O)Cn2nnc(-c3ccccc3)n2)C1 (stereo not given) | -0.1 | 2.4 | 2 | -3 | 9 | -3 | -9 | 1 | -7
O=C(Nc1nnc(CSCc2ccc(F)cc2)s1)c1cccc([N+](=O)[O-])c1 | 0.6 | 3.8 | 2 | 0 | -5 | 2 | 0 | 4 | -2
CCOCC(=O)Nc1cccc(SC)c1 | 0.3 | 1.6 | -1 | -2 | -1 | 1 | -6 | -2 | 3
Cc1noc(C)c1S(=O)(=O)N(C)C[C@H]1Oc2c(NC(=O)Nc3ccccc3)cccc2C(=O)N([C@H](C)CO)C[C@@H]1C | 0.1 | / | / | / | 4 | / | 7 | / | 32
O=Cc1ccc(OCc2ccc3c(c2)OCO3)cc1 | -0.1 | -0.7 | -1 | -2 | -8 | 0 | 4 | -2 | -1
C/C(=N\NC(=O)C1CC1)c1cccnc1 | 0.2 | -0.2 | -5 | -4 | 0 | -5 | 14 | 2 | -9
CCOC(=O)N1CCN(S(=O)(=O)c2ccc(OCC(=O)OC)cc2)CC1 | -0.1 | 2.5 | -5 | -2 | -3 | 5 | 13 | 3 | 1
COc1ccc(OC)c(/C=C2\SC(=S)N(C(C(=O)O)c3ccccc3)C2=O)c1 (stereo not given) | 0.4 | -1.6 | 6 | 5 | -22 | 65* | -19 | 13 | -1
CCOc1cc(C(=S)N2CCOCC2)ccc1OC(=O)c1cc(OC)c(OC)c(OC)c1 | -0.1 | 0.2 | -2 | 2 | 4 | -5 | 13 | 1 | 6
CC(=O)NCCNc1nc2c(-c3ccccc3)nnn2c2ccccc12 | -0.2 | -0.4 | -1 | 2 | 8 | -1 | 10 | -5 | -2
Cc1cc(=O)n2nc(N3CCCC3C(=O)Nc3cccc(Cl)c3C)sc2n1 (stereo not given) | 0.4 | 4.1 | 0 | 5 | -14 | 30* | -10 | 3 | -15
Cc1cc(C)cc(NC(=O)CCn2ccnc2)c1 | 0.0 | 1.1 | -6 | -1 | 9 | 0 | 16 | -2 | -11
CC(=O)N1CCN(S(=O)(=O)c2cccc(C(=O)OCC(=O)N(Cc3ccccc3)C(C)(C)C)c2)CC1 | 0.1 | / | / | / | 6 | / | 8 | / | -1
CC(=O)c1nn(-c2cccc(Br)c2)cc1C(=O)c1ccc(Cl)cc1 | 0.0 | 0.1 | 0 | 3 | 6 | 1 | 8 | -1 | -1
COc1cc(OC)cc(C(=O)NC(C(=O)Nc2ccc3c(c2)OCCO3)C(C)C)c1 (stereo not given) | 0.0 | 3.5 | -4 | / | 8 | / | 6 | / | 2
CCCC1C2CN(C(C)C)CC=C2C(C#N)=C(N)C1(C#N)C#N (stereo not given) | 0.2 | 3.5 | 2 | 0 | -3 | -87 | 1 | -6 | 0
Cc1ccccc1C(=O)NCC(=O)NNC(=S)NC(=O)c1ccccc1C | -0.1 | -1.9 | 2 | -2 | -11 | -2 | -12 | -1 | 2
Cc1onc(-c2ccccc2)c1C(=O)Oc1cccnc1 | 0.3 | 1.6 | -5 | 2 | -3 | -1 | -6 | -1 | 0
Cc1ccc(NC(=O)CSc2ncnc3ccccc23)cc1S(=O)(=O)N1CCCCC1 | 0.2 | 3.2 | 2 | -4 | -8 | 5 | 17 | 6 | 2

Screening data as filed in PubChem BioAssay.
